# HCV inh – blocks hepatitis C virus; Huh7.5.1 HCVcc-Cre infection, luciferase reporter, 44 h; Potency, µM (doses to about 41.8 µM), without a hit: at the top dose activity change, negative = inhibition, hits mostly inhibitors; 3.4% of 340,000 active; further: potency means the concentration at half of the fitted maximal effect
#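 After 44 h co-culture of compound, cells and HCVcc-Cre (~0.5 moi), substrate is added for 15 min at room temperature and luciferase measured over 15 sec. Cells were seeded at 1,000/well and pre-cultured 4 h.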
# AmpC no deterg – inhibitors of E. coli AmpC beta-lactamase without detergent; P00811; AmpC nitrocefin hydrolysis, absorbance 480 nm, 0.0001% Triton; Potency, µM (highest dose often 57.1 µM), without a hit: at the top dose activity change, negative = inhibition, actives largely listed as inhibitors; 0.52% of 330,000 active; AID 485341;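 further: potency means the concentration at half of the fitted maximal effect; plate controls were no compound for no effect and no enzyme for full effect; nearly all actives have a fitted effect of over 20% in size; some results filed as inactive show a strong effect at the top dose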
# Target sequence (P00811 whole entry, looked up): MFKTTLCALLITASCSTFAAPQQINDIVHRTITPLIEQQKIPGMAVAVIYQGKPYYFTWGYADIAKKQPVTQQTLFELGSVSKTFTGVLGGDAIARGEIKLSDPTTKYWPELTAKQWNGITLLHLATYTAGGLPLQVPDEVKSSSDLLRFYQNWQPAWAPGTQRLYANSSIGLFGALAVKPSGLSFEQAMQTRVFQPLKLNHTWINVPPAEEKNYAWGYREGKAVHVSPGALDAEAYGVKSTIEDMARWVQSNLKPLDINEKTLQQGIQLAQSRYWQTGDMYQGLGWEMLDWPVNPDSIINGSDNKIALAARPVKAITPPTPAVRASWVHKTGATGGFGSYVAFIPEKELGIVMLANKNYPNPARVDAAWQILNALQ
#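 20 mM phosphate pH 7.0 + 0.01% (detergent screen) or 0.0001% Triton X-100; 5.3 nM AmpC reagent; cpd preinc 15 min RT; nitrocefin (800 uM stock) to start; A480 q20 s × 4 min; Activity was normalised to no-enzyme and no-compound control wells.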
# Sm TGR inh – S. mansoni TGR enzyme inhibition; Potency, µM (doses to about 114 µM), for inactives: top-dose activity change, negative = inhibition, hits mostly inhibitors; purified TGR, DTNB reduction, TNB absorbance 405 nm; 3% of 360,000 active; AID 485364; further: potency means the concentration at half of the fitted maximal effect; nearly all actives have a fitted effect of over 60% in size
#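 First, TGR (20 nM dispensed) and NADPH were mixed with compound. Second, a 15 min room-temperature incubation followed. Third, further NADPH and then DTNB were added to start the reaction. Finally, TNB absorbance was monitored kinetically.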
# AmpC detergent – AmpC beta-lactamase inhibition with detergent present; P00811; 0.041% of 370,000 active; Potency, µM (doses to about 114 µM), for inactives: at the highest dose activity change, negative = inhibition, hits mostly inhibitors; AmpC hydrolysis of nitrocefin, absorbance 480 nm, 0.01% Triton; AID 485294;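 further: potency means the concentration at half of the fitted maximal effect; 0% = no-compound wells and -100% = no-enzyme wells; nearly all actives have a fitted effect of over 25% in size; some results filed as inactive show a strong effect at the top dose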
#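 20 mM phosphate pH 7.0 + 0.01% (detergent screen) or 0.0001% Triton X-100; 5.3 nM AmpC reagent; cpd preinc 15 min RT; nitrocefin (800 uM stock) to start; A480 q20 s × 4 min; Activity was normalised to no-enzyme and no-compound control wells.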
# FBPA Giardia inh – Giardia lamblia aldolase inhibition; Potency, µM (series often up to 59.6 µM), for the others: top-dose activity, negative = inhibition, actives largely listed as inhibitors; 0.71% of 290,000 active; A8B2U2; purified Giardia FBPA; further: potency means the concentration at half of the fitted maximal effect; nearly all actives have a fitted effect of over 55% in size
# Target sequence (A8B2U2 whole entry, looked up): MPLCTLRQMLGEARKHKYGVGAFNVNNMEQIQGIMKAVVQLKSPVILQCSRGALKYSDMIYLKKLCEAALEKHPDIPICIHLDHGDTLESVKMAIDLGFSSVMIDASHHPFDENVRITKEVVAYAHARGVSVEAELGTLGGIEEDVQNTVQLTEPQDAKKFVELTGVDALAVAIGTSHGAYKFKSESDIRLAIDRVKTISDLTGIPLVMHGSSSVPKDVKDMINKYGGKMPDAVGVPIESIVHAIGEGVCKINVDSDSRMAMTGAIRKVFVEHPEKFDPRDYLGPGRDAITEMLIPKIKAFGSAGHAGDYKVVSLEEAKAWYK
#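 Giardia FBPA (40 nM reagent) was preincubated 10 min at RT with compound (up to 57.5 uM final), then substrate plus GAPDH/TPI/NAD/arsenate coupling system with diaphorase/resazurin was added; resorufin fluorescence (525/598 nm) was read after 20 min.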
# HCMV antiviral – inhibitors of human cytomegalovirus; HFF cells, HCMV-luciferase reporter, 72 h; hits give low values; activity change, negative = inhibition, % at 57.5 µM; 4.5% of 410,000 active; in the data active means activity change below about -60%; inconclusive means no clear call, values can overlap the other calls; inactive means above about -39%
#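 Human foreskin fibroblasts infected with luciferase-reporter HCMV at MOI 1 PFU/cell, compounds at two doses. Luciferase measured 72 h post infection; normalized to buffer-only basal and Salinomycin (10uM) controls.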
# Starred values were filed as active, the others as inactive; ? = inconclusive; / = not tested or not shown; & = joins results of further samples; [ ] = dose if it differs, or a comment. Unless noted, the call rests on the fitted dose curve; in most records, active means well fitted curve in the direction sought with a large enough effect; inconclusive means small, poorly fitted or top-dose-only effect, or another doubt; inactive means no such curve, though single readings can be large; an effect the other way counts as inactive or inconclusive. Unless noted, on the % scale 0 is the no-effect control and ±100 the full control effect. An unsorted share of the library; about 9.9% have a hit in one of these screens.
molecule | HCV inh | AmpC no deterg | Sm TGR inh | AmpC detergent | FBPA Giardia inh | HCMV antiviral
CC(=O)c1ccc(NC(=O)c2cc3ccccc3o2)cc1 | 7% | -21% | -6% | -8% | -4% | 138
N#Cc1ccccc1S(=O)(=O)N1CCN(c2cnccn2)CC1 | -5% | -18% | -10% | 4% | 4% | -37
Cc1nc(SCC(=O)c2c(C)[nH]c3ccccc23)c2c(=O)n(C)c(=O)n(CC(C)C)c2n1 | / | 0% | 4% | 4% | 14% | /
CC(=O)c1ccc(N2CCN(C(=O)c3ccc4c(c3)OCO4)CC2)cc1 | 11% | 2% | 0% | 2% | -7% | 3
Cc1cc(NC(=O)CN2C(=O)NC(C)(CC(C)C)C2=O)no1 (centres undefined) | 19% | -24% | / | / | / | -14
COc1ccc(NC(C)=O)cc1NC(=O)CSc1nnc(-c2ccncc2)n1C | 10% | -6% | 28% | 1% | 3% | 34
CC1CCCCN1C(=O)Cn1cnc2c1c(=O)n(C)c(=O)n2C (centres undefined) | 7% | -8% | / | 5% | -1% | -38
CCCNC1CCS(=O)(=O)C1 (centres undefined) | -2% | -15% | 8% | 2% | -4% | 7
COc1ccc(S(=O)(=O)N2CCOCC2)cc1NC(=O)CC1CCCC1 | -25% | 6% | -1% | 4% | / | 40
O=C(c1cccn2c(=O)c3cc(Cl)ccc3nc12)N1CCC2(CC1)OCCO2 | 18% | -5% | -4% | ? | -10% | 11
Cc1cc(C)c(NC(=O)Cn2c(=O)n(CCC(=O)NCc3ccc4c(c3)OCO4)c(=O)c3ccccc32)c(C)c1 | / | / | 1% | 20% | / | 5
COc1cccc(NC(=O)CSc2ncc(S(=O)(=O)c3ccc(C)c(C)c3)c(=O)[nH]2)c1 | / | / | 10% | 19% | / | 2
Cc1ccc(Nc2c(-c3ccccc3O)nc3ccc(Br)cn23)cc1 | / | / | -6% | ? | / | 18
Cc1n[nH]c(=O)c2c(NC(=O)CSc3nc4ccccc4c(=O)n3CCCOC(C)C)oc(C)c12 | -5% | -7% | 4% | -1% | / | -98*
Cc1ccccc1CNC(=O)CN(c1ccccc1Cl)S(C)(=O)=O | 12% | -3% | 3% | -9% | 9% | -5
CC1CCN(C(=O)CN2c3ccc(Br)cc3-c3ccccc3S2(=O)=O)CC1 | / | / | 3% | 21% | / | 27

# Quoted at random: two compounds from above, in no set order.
molecule | HCV inh | AmpC no deterg | Sm TGR inh | AmpC detergent | FBPA Giardia inh | HCMV antiviral
Cc1ccc(Nc2c(-c3ccccc3O)nc3ccc(Br)cn23)cc1 | / | / | -6% | ? | / | 18
COc1cccc(NC(=O)CSc2ncc(S(=O)(=O)c3ccc(C)c(C)c3)c(=O)[nH]2)c1 | / | / | 10% | 19% | / | 2

# Other results follow:
molecule | HCV inh | AmpC no deterg | Sm TGR inh | AmpC detergent | FBPA Giardia inh | HCMV antiviral
NC(=O)c1ccc(C(F)(F)F)n(Cc2cccc(Cl)c2)c1=O | -23% | 14% | -1% | -12% | 10% | -30
CCc1nnc(NC(=O)c2cc(-c3ccccn3)nc3ccccc23)s1 | 4% | 3% | -7% | -9% | 0% | -29
CC(C)Oc1ccc(/C=C(/NC(=O)c2ccccc2)C(=O)NCCC(=O)O)cc1 | 5% | -26% | -2% | 3% | 6% | -12
CCCCN(CCCC)CCNC(=O)CN1C(=O)CSc2ccc(S(=O)(=O)N3CCOCC3)cc21 | 11% | 14% | -16%&0% | -1%&-3% | 2% | ?
CC(OC(=O)c1cc(S(=O)(=O)N(C)c2ccccc2)ccc1Cl)C(=O)Nc1ccc2c(c1)OCCO2 (centres undefined) | 1% | -24% | 5% | 2% | -8% | 14
O=C(N1CCCC1)C(F)(F)Oc1ccc(F)cc1 | 0% | -7% | 0% | -1% | 1% | -39
Cc1cc(C)n(S(=O)(=O)c2cc(Cl)ccc2Cl)n1 | 20% | -13% | 20% | ? | 4% | 1
Cc1cc(-n2c(/C=C/c3cccs3)nc3ccccc3c2=O)ccc1Br | / | / | 5% | -3% | / | -17
CCC(=O)Nc1cccc(C(=O)OC)c1 | 0% | -6% | 26% | -15% | 2% | -35
CCn1c(=N)n(CC(O)COc2cccc(C)c2)c2ccccc21 (centres undefined) | ? | 45% | -3% | ? | 1% | 10
Cc1ccc(S(=O)(=O)N2CCOC2CNC(=O)C(=O)NCC(C)C)cc1 (centres undefined) | 8% | 12% | 5% | 7% | / | 7
Cc1cc(C)cc(-n2c(SCC(=O)N3CCCCC3)nc3c([nH]c4ccccc43)c2=O)c1 | / | / | 3% | 3% | / | -9
O=C(COc1ccc(Br)cc1)NCCCNC(=O)c1ccncc1 | 18% | -12% | 3% | -5% | -2% | -17
O=C(CCc1ccccc1)Nc1ccc(F)c([N+](=O)[O-])c1 | -20% | -29% | -7% | 2% | -2% | -10
COc1ccc(-c2c(C#Cc3ccccc3)c3ccccc3n2C)cc1 | -1% | -30% | -2% | -10% | -1% | -78*
CCN1CCN(c2ccc(S(=O)(=O)N3CCOCC3)cc2NC(=O)COc2ccc(F)cc2Cl)CC1 | 2% | 101%[activator] | -9% | 3% | / | 5
Cc1cccc(C(=O)Nc2ccc(C(=O)N/N=C/c3cccc(C)n3)cc2)c1 | -15% | -49% | -5% | -6% | -24% | ?
COc1cccc(NC(=O)c2cnc(SCC(=O)N3CCOCC3)n(C)c2=O)c1 | / | / | -2% | 4% | / | 17
CC(=O)N1CCn2c3ccc(C)cc3c3cccc1c32 | ? | 148%[activator] | -1% | ? | 0% | 219
CCCSc1cc(NCCOC(=O)CCC)c([N+](=O)[O-])c2nonc12 | -4% | 22% | 2µM* | -14% | -12% | ?
COCCN(CC(=O)Nc1cccc(C)c1)S(=O)(=O)c1ccc(S(=O)(=O)N2CCCC2)cc1 | ? | 11% | 4% | -9% | 1% | -16
C/C(CC(=O)Nc1ccc2c(c1)OCCO2)=N\NC(=O)c1ccc([N+](=O)[O-])cc1Cl | -5% | 40% | -21% | 3% | 9% | 8
Cn1c(=O)c2c(nc(SCC(=O)O)n2Cc2cccc(C(F)(F)F)c2)n(C)c1=O | 13% | -21% | -17% | 1% | 7% | 19
CC(=O)N1CCCC1c1nc2ccccc2n1Cc1c(F)cccc1Cl (centres undefined) | / | / | 2% | -1% | / | 19
Cc1ccc(CNC(=O)Cc2c(C(=O)O)c(C)cn2C)cc1 | / | / | 3% | 11% | / | 12
COc1cc(Cl)c(C)cc1NC(=O)c1nn(C)c2c1CSc1ccccc1-2 | / | / | 6% | 10% | / | ?
CCOC(=O)c1[nH]cnc1C(=O)Nc1ccccc1OC | 21% | 6% | 16% | 1% | -11% | 0
O=C(NCCOc1ccccc1)c1ccccc1SCC(=O)N1CCCC1 | 4% | -9% | 1% | -4% | / | 70
N#Cc1ccc(C(=O)NCC2CCCCC2)cc1 | 6% | -10% | 11% | 2% | -1% | -32
COC(=O)c1sc(NC(=S)NC(=O)c2ccccc2C)nc1C | -4% | -59% | -14% | -4% | ? | -18
Cc1ccc(CN2CCC(N3CCC(C(=O)NCC4CCCO4)CC3)CC2)o1 (centres undefined) | 2% | 86%[activator] | / | -2% | -1% | ?
O=C(N/N=C/c1cn(-c2ccccc2)nc1-c1cc2ccccc2o1)c1ccccc1Br | ? | -27% | 0% | -3% | -3% | -3
Clc1ccc(C(Cn2ccnc2)OCc2csc3c(Cl)cccc23)c(Cl)c1 (centres undefined) | 13µM* | -3% | 21% | 1% | / | 10
Cc1ccc(CN2C(=O)c3ccccc3Sc3ccc(C(=O)NCc4ccco4)cc32)cc1 | / | / | 2% | -4% | / | -66*
CCOc1cc(Cn2c(-c3ccc(O)c(OCC)c3)nc3ccccc32)ccc1O | / | / | -1% | 0% | / | -8
COc1ccc2cc(-c3nc4ccccc4n3C)c(=O)oc2c1 | 12% | -8% | 2% | -11% | -16% | 99
COc1cccc(NC(=O)CN(C)C(=O)c2ccc(N3CCCCC3)c([N+](=O)[O-])c2)c1 | -28% | -11% | -2% | -9% | / | 0
O=C(c1cc(F)ccc1F)C1CCCN(C(=O)CCN2CCCCO2)C1 (centres undefined) | -4% | 20% | -2% | 1% | 0% | -17
CC(C)Cc1nnc(NC(=O)CN2C(=O)NC3(CC(C)CC(C)(C)C3)C2=O)s1 (centres undefined) | 4% | 21% | 1% | -20% | / | 0
CN(C)S(=O)(=O)N1CCC(Oc2cccc(C(=O)NCCCC3CCCC3)c2)CC1 | 20% | 92%[activator] | 7% | 1% | / | ?
CCCCOC(=O)Nc1cc(Cl)ccc1C | -10% | -4% | 14% | 5% | -3% | -81*
O=C(COC(=O)/C=C/c1cccs1)NC1CCCCC1 | -8% | -10% | 1% | 2% | / | 11
Cc1cc(C(=O)Nc2cccnc2Cl)on1 | -2% | -16% | -4% | ? | 1% | -11
Cc1ccc2c(CC(=O)OC(C)C(=O)NCc3ccc4c(c3)OCO4)coc2c1 (centres undefined) | -2% | 1% | 4% | 2% | 2% | 30
CC1CCN(c2c(NCc3ccc(C(=O)NCc4cccnc4)cc3)c(=O)c2=O)CC1 | 19% | -14% | 2% | -9% | 0% | -20
O=C(COc1cccc(NC(=O)c2ccco2)c1)c1ccccc1 | ? | -25% | 0% | 4% | 4% | 5
CCCc1nc2ccccc2c(=O)n1NC(=O)c1c(O)c2ccccc2[nH]c1=O | / | -21% | -25% | ? | 14% | ?
O=S(=O)(/N=C(\Sc1ccc(Cl)cc1)c1ccccc1)c1ccccc1 | 9% | -3% | 25µM* | -6% | -1% | 41
COc1cc(C(=O)Nc2ccc3oc(-c4cccnc4)nc3c2)cc(OC)c1OC | ? | -13% | 8% | 4% | 10% | 11
COc1ccc(-c2csc(Nc3cccnc3)n2)cc1OC | ? | -13% | -8% | -12% | 3% | 63
CCCNc1nc2ccccc2n2c(C)nnc12 | -16% | 0% | 8% | 10% | -3% | 23
COCCNC(=O)CN(C(=O)CCC(=O)Nc1ccccn1)c1ccc(F)cc1 | -1% | -3% | -33% | ? | 1% | -26
CC(=O)c1ccc(N2CCN(C(=O)C3CCN(S(=O)(=O)c4ccc5c(c4)CC(C)N5C(=O)C4CC4)CC3)CC2)cc1 (centres undefined) | ? | 149%[activator] | -4% | -3% | / | 0
O=S(=O)(c1ccc(-c2nnc(SCc3ccccc3)o2)cc1)N1CCCC1 | 5% | -16% | 0% | -12% | 13% | -15
OC(c1nc2ccccc2[nH]1)C(O)C(O)C(O)c1nc2ccccc2[nH]1 (centres undefined) | 15% | -9% | 9% | -1% | 1% | /
CCC(C)S(=O)(=O)c1oc(-c2cccs2)nc1S(=O)(=O)c1ccccc1 (centres undefined) | / | / | 0.71µM* | -5% | / | -102*

# The list continues:
molecule | HCV inh | AmpC no deterg | Sm TGR inh | AmpC detergent | FBPA Giardia inh | HCMV antiviral
O=C(NC(=S)NCC1CCCO1)C(c1ccccc1)c1ccccc1 (centres undefined) | 3% | -28% | -17% | -8% | 6% | 29
O=c1oc(-c2cccs2)nc2sc3c(c12)CCCCC3 | 19% | -13% | 0% | -14% | 8% | 2
Cc1cccc2c1N(C(=O)CN1C(=O)c3ccccc3C1=O)C(C)(C)c1ssc(=S)c1-2 | -20% | -14% | -12% | ? | -3% | -25
O=C1CC(N2CCN(C/C=C/c3ccccc3)CC2)C(=O)N1CCc1ccccc1 (centres undefined) | ? | 118%[activator] | -11%[11.4 µM] | -4% | 2% | ?

# Assay outcomes (PubChem BioAssay)
